All columns: NCI-60 one-dose screen, growth in % after 48 h at 10 µM unless noted; 100 = growth as untreated, 0 = no growth, -100 = all killed.
SNB-75 = SNB-75 CNS cancer | 79,000 tested, 5% active | AID 1794750
HCC-2998 = HCC-2998 colon cancer; 79,000 tested, 4.7% active; AID 1794799
HCT-116 = HCT-116 colon cancer. 82,000 tested, 7.3% active
HT29 = HT29 colon cancer | 81,000 tested, 7.4% active
NCI-H322M = NCI-H322M lung cancer; 80,000 tested, 2.7% active; AID 1794733
COLO 205 = COLO 205 colon cancer; 79,000 tested, 7.3% active; AID 1794742
SW-620 = SW-620 colon cancer | 82,000 tested, 5.2% active | AID 1794795
HCT-15 = HCT-15 colon cancer | 82,000 tested, 5.2% active | AID 1794746
KM12 = KM12 colon cancer cells; 82,000 tested, 5% active
* marks the source's active call; other numbers are inactive results; / = no result given; & = joins results of further samples. The calls were made as follows: active = growth percent below 10; inactive = the rest.

Molecule	NCI-H322M	HCT-116	SNB-75	HCT-15	HCC-2998	SW-620	KM12	COLO 205	HT29
C=CCn1cccc1/C=C1\SC(=S)NC1=S	101	96	73	95	101	97	99	89	82
Cc1ccc(S(=O)(=O)c2nc(S(=O)(=O)c3ccc(C)cc3)c(NC(C)C)s2)cc1	90	86	99	80	101	106	101	124	113
CC(C)CC(C)NC(=O)CCCl (configuration not stated)	103	101	93	93	105	107	102	114	109
Cc1nc(NC(C)C(=O)O)c2ccccc2n1 (configuration not stated)	95	98	86	95	122	99	107	/	101
Cc1cncc(C)c1	107	107	86	108	102	109	105	105	98
O=C(N/N=C/c1ccccc1Cl)c1ccc(Br)o1	104	104	122	100	114	110	106	116	109
CC(C)(C)OC(=O)CN1CCc2c(sc3ncnc(N/N=C/c4ccccc4Br)c23)C1	/	49	53	37	76	61	80	62	82
COc1ccc(C2CC(c3ccccc3)=Nc3ccccc3S2)cc1 (configuration not stated)	90	89	81	98	111	98	87	97	93
COc1ccc2nc3sc(C(=O)Nc4ccc(C(=O)/C=C/c5ccc(OC)c(OC)c5)cc4)cc3cc2c1	86	99	/	100	98	109	89	110	101
COC(=O)c1ccc2c(c1)C(=O)N(c1ccc(S(N)(=O)=O)cc1)C2=O	99	102	89	102	111	101	99	110	90
O=c1cc(C(O)CC[N+](=O)[O-])c2cc(Cl)ccc2o1 (configuration not stated)	99	97	83	103	97	110	101	113	97
CC(O)COC(C)COC(C)c1ccccc1 (configuration not stated)	131	98	109	116	109	133	/	105	87
COc1ccc(CC(=O)n2cccc2)cc1	/	104	97	90	105	102	107	108	103
CCCCN(CCCC)c1cc(OCC)ccc1OCC	111	92	77	105	/	101	106	119	97
CCN1CC2(S/C(=N\Nc3ccccc3)N(C)C2=O)C2(C1)C(=O)N(C)c1ccccc12 (configuration not stated)	87	85	88	101	109	103	101	106	100
NC(=O)NC1CCCCC1	91	107	87	105	111	112	118	96	94
CN(CCCO)Cc1ccccc1	97	102	108	107	105	/	106	117	91
CC(=O)Nc1ncc(Cc2ccc(Cl)cc2)s1	100	89	78	83	90	99	84	108	100
O=C(/C=C/Nc1ccc(S(=O)(=O)Nc2ncccn2)cc1)c1cc2cc(Br)ccc2oc1=O	109	105	/	102	106	114	105	143	126
COC(=O)c1cncn1Cc1ccccc1	109	98	85	123	109	111	118	105	107
COc1ccc(CN2CCOC2=O)cc1OC	109	98	92	97	96	103	108	123	104
COc1cc(-c2ccc(N=Nc3ccc4c(S(=O)(=O)O)cc(S(=O)(=O)O)c(N)c4c3O)c(OC)c2)ccc1N=Nc1ccc2c(S(=O)(=O)O)cc(S(=O)(=O)O)c(N)c2c1O	105	106	82	103	100	113	104	106	100
O=S(=O)(Nc1ccc(Cl)cc1)c1ccc(-c2nnc(C3CCCCC3)o2)cc1	85	92	91	96	100	88	95	100	111
Nc1ccc(Cl)nn1	109	99	101	110	114	104	112	119	113
Nc1nc(O)c(/C=C2/C(C(=O)O)=Nc3ccc(Cl)cc32)s1	104	103	82	102	102	95	104	/	104

The listing continues:
Molecule	NCI-H322M	HCT-116	SNB-75	HCT-15	HCC-2998	SW-620	KM12	COLO 205	HT29
COc1cc(NS(C)(=O)=O)ccc1N	110	103	83	98	113	105	114	108	97
CCN1CCN(C(=O)[C@@]2(C)CC[C@]3(C)CC[C@]4(C)C(=CC(=O)[C@@H]5[C@@]6(C)CC[C@H](OC7C[C@@H](O)[C@@H](O)C(C)O7)C(C)(C)[C@@H]6CC[C@]54C)[C@@H]3C2)CC1 (some centres not stated)	37	1.7*	87	34	38	37	31	106	1.7*
NC(=O)CCC(C(=O)O)N1C(=O)c2ccc(O)cc2C1=O (configuration not stated)	112	109	128	101	/	111	103	119	119
O=C1C=CC(=O)N1c1ccc(Cc2ccc(N3C(=O)C=CC3=O)cc2)cc1	100	89	164	91	102	110	100	115	133
CCCCC(SC(CC)(C(C)=O)c1ccccc1)C(N)=O (configuration not stated)	101	113	94	105	108	106	105	111	108
O=C(Nc1ccc(N=C=S)cc1)OCc1ccccc1	91	80	68	73	84	77	73	75	87
CC(=O)Nc1ccc(NC(=O)CC(=O)Nc2ccc(NC(C)=O)cc2)cc1	113	92	89	102	107	86	105	102	91
COc1cc(-c2cc(=O)c3ccc(O)cc3o2)cc(OC)c1OC	/	114	90	90	94	95	95	108	101
CN(C)N=Nc1ccc2cnn(C(=O)Nc3ccc(Cc4ccccc4)cc3)c2c1	107	93	88	103	104	95	104	114	97
CC(=O)Oc1c(C)c(OC(C)=O)c2c(c1C(C)=O)OC1CC(=O)C(C(C)=O)=C(O)C21C (configuration not stated)	105	100	95	95	102	105	105	118	100
CCOc1ccc(NC(=S)N2CCC(CCCC3CCN(C(=S)Nc4ccc(OCC)cc4)CC3)CC2)cc1	100	85	80	84	86	98	91	110	88
O=C(NCc1cc(=O)n(-c2ccccc2)[nH]1)c1ccc(-c2ccccc2)cc1	99	94	69	98	102	104	97	126	115
O=C1c2ccc3c4c5ccc(c24)C(=O)N1CCCOCCCCOCCCNCc1ccc(cc1)CNCCCOCCCCOCCCN(C3=O)C5=O	0.6*	-63*	98	-41*	-75*	-38*	-30*	-71*	-19*
O=C1OC(=O)C2(Br)C3C=CC(C3)C12 (configuration not stated)	103	112	94	107	123	107	109	115	108
COc1cc(-c2ccc(N=Nc3c(S(=O)(=O)O)cc4cc(N)ccc4c3O)c(OC)c2)ccc1N=Nc1cc(S(=O)(=O)O)c2ccccc2c1O	94	103	88	110	101	108	102	118	93
CCc1cccc(C)c1NC(=O)c1sc2nc3c(cc2c1N)CCCCC3	41	21	6.6*	27	55	24	23	7.7*	8.5*
O=C(c1ccccc1)c1c(-c2ccccc2)c(C(=O)c2ccccc2)c2ccccc2c1Cl	88	57	83	79	85	86	78	91	53
O=C1c2ccccc2C(=O)C1c1ccc2ccccc2n1	89	79	/	77	79	74	62	82	103
C=C1C(=O)O[C@H]2[C@H]1CC/C(COC(=O)c1ccccc1)=C\CC[C@@]1(C)O[C@@H]21	59	-87*	69	-66*	84	-55*	66	-65*	-63*
O=C1/C(=C/c2ccccc2[N+](=O)[O-])COc2ccc(O)cc21	61	-14*	43	-8.7*	29	-58*	25	-33*	-21*
CCCCCCc1ccc(/C=C/C(OC)OC)cc1	99	98	89	104	112	109	102	116	87
COc1ccc(C2=NNC3N=C(Cl)c4[nH]cnc4N23)cc1 (configuration not stated)	/	92	92	100	105	110	100	99	95
O=C(N/N=C\c1cc(O)c(O)c(O)c1)c1ccc2nc(-c3ccc([N+](=O)[O-])cc3)[nH]c2c1	65	102	78	93	81	98	77	108	99
N/C(=N\c1nc2ccccc2s1)NC(=O)Nc1ccccc1[N+](=O)[O-]	40	0.0*	19	5.8*	8.2*	31	1.3*	-72*	-31*
CCC(=O)CC(=O)c1ccccc1	96	99	91	100	/	100	104	117	101

One compound at a time (already shown):
CCC(=O)CC(=O)c1ccccc1 across the screens: NCI-H322M: 96; HCT-116: 99; SNB-75: 91; HCT-15: 100; HCC-2998: /; SW-620: 100; KM12: 104; COLO 205: 117; HT29: 101
O=C(Nc1ccc(N=C=S)cc1)OCc1ccccc1 across the screens: NCI-H322M: 91; HCT-116: 80; SNB-75: 68; HCT-15: 73; HCC-2998: 84; SW-620: 77; KM12: 73; COLO 205: 75; HT29: 87
CC(=O)Oc1c(C)c(OC(C)=O)c2c(c1C(C)=O)OC1CC(=O)C(C(C)=O)=C(O)C21C (configuration not stated) across the screens: NCI-H322M: 105; HCT-116: 100; SNB-75: 95; HCT-15: 95; HCC-2998: 102; SW-620: 105; KM12: 105; COLO 205: 118; HT29: 100

Continuation:
Molecule	NCI-H322M	HCT-116	SNB-75	HCT-15	HCC-2998	SW-620	KM12	COLO 205	HT29
CCC(c1ccc(O)cc1)C(CC)c1ccc(OC)cc1 (configuration not stated)	116	102	102	89	115	105	97	100	110
CCOC=Nc1c(C(=O)Nc2ccccc2)oc2ncccc12	90	96	81	104	103	110	110	99	115
CCc1ccc(C2=C(O)C(=O)C(c3ccc(CC)cc3)=C(O)C2=O)cc1	-20*	1.1*	-17*	6.4*	/	2.8*	-1.4*	5.7*	0.5*
COC(=O)c1cc(-c2cccnc2)[nH]c(=O)c1C#N	104	97	91	98	100	101	102	116	101
CCC(=O)N(C)c1ccccc1	104	104	105	103	101	104	104	112	108
N#C/C(=C\c1cccc2ccccc12)C(=O)Nc1sc2c(c1C#N)CCC2	97	102	92	88	102	105	100	115	123
COc1ccc(CN2C(=O)CCC2C(=O)NCCc2ccccc2)cc1 (configuration not stated)	98	88	103	102	103	102	103	110	86
COc1ccc(C2OC(c3ccc(Oc4nnnn4-c4ccccc4)cc3)=NN2C(C)=O)cc1 (configuration not stated)	87	98	78	99	106	124	105	118	101
COS(=O)(=O)c1cccc2c(S(=O)(=O)OC)cccc12	98	93	96	104	101	92	100	103	101
COc1ccc2c(c1OC)C(=O)OC2C1c2c(c(COC(=O)C(Cc3c[nH]c4ccccc34)NC(=O)OC(C)(C)C)c3c(c2OC)OCO3)CCN1C (configuration not stated)	103	92	102	104	106	99	98	98	95
CC1(C)C(=O)NC(=O)C1(C)C	103	107	95	115	121	106	114	122	99
CC(CN(C)C)C(=O)c1cccs1 (configuration not stated)	98	100	86	105	97	101	99	107	93
O=C(CSc1nnc2n1N=C(c1ccccc1)CS2)c1ccccc1	90	87	108	94	103	108	108	122	90
CC(=O)COc1ccccc1NC(C)=O	104	109	86	102	117	109	109	107	125
OCCN1CCN=C1Cc1ccccc1	106	93	95	104	106	106	109	114	99
CCCNC(=O)CCCNc1ncnc2c1ncn2-c1ccccc1	101	95	98	110	109	94	102	91	101
CCOC(=O)c1ccccn1	103&122	100&93	100&91	104	105	111&102	99&105	107&104	93&111
CC(C)(C)Nc1c(-c2ccc(-c3ccccc3)cc2)nc2ccccn12	94	75	/	75	105	100	82	114	45
CC(=O)c1cc2c(cc1Cl)C(C)(C)CCC2(C)C	101	98	83	95	103	103	105	102	99
CCOC(=O)CC(C)(C)CC(=O)C1CNC2=C(C1)C(=O)CC(C)(C)C2 (configuration not stated)	103	98	94	98	104	103	103	115	125
CCCCCCCCCCCCCCCC(=O)OCc1cc(=O)c(O)co1	103	90	85	110	105	122	112	110	100
Cc1nn(-c2ccccc2)cc1/C=N/Nc1nc(Nc2ccccc2)nc(Nc2ccc(S(N)(=O)=O)cc2)n1	9.1*	-41*	45	7.5*	-17*	-14*	9.0*	-22*	5.9*
CN(C)c1ccc(N=C2C=CC(=O)C=C2)cc1	75	74	78	98	94	96	97	36	97
O=C1CSC(=S)N1/N=C/c1ccc(Cl)cc1Cl	/	82	104	97	115	85	106	102	109
O=C(NCc1ccc(Cn2c(=O)sn(-c3ccccc3)c2=O)cc1)OCc1ccc2cccc(O)c2n1	67	-87*	-23*	-30*	-72*	-62*	-15*	-57*	-53*

(further entries)
Molecule	NCI-H322M	HCT-116	SNB-75	HCT-15	HCC-2998	SW-620	KM12	COLO 205	HT29
COc1ccc(C(=O)NC(=O)Nc2ccc3c(c2)NC(=O)/C3=C\c2[nH]c(C)c(CCC(=O)O)c2C)cc1	87	91	65	105	100	96	18	107	106
Nc1nc(=S)c2ncn(C3OC(COP(=O)(O)O)C(O)C3O)c2[nH]1 (configuration not stated)	53	23	48	9.5*	21	32	18	25	7.2*
CC(C)c1ccc(C(=O)Nc2nc3ccc(O)c(CN(C)C)c3s2)cc1	82	47	107	20	64	36	36	85	24
N/C(=N/N=C\c1ccccc1Cl)N/N=C/c1ccccc1Cl	106	96	113	88	85	95	99	108	97
CCOC(=O)c1nc2c3ccccc3ccn2c1C(=O)c1ccc(Br)cc1	102	84	94	87	102	102	93	106	94
O=C(CCCn1c(=O)oc2ccccc21)Nc1nc2c(s1)CCCC2	204	103	109	127	108	107	197	97	73
Cc1ccc(-c2csc(=N)n2CC(=O)N2CCN(C)CC2)cc1	104	104	73	92	103	98	104	106	110
C=CCNc1nc2c(s1)C1=CC[C@H]3[C@@H]4CC[C@H]([C@H](C)CCCC(C)C)[C@@]4(C)CC[C@@H]3[C@@]1(C)CC2	102	105	94	103	109	97	97	106	105
C=C1[C@@]2(C)CC(C)=C[C@]1(C(=O)OC)[C@]1(C)CCC3C(C)(C)[C@@H](O)CC[C@]3(C)C1C2 (some centres not stated)	106	95	105	95	105	101	93	110	95
CC(C)(C)OC(=O)CC1(O)CCCCC1	111	102	91	105	106	103	107	109	111
O=S(=O)(c1ccc(Br)cc1)c1ccc(Br)cc1	115	101	98	94	102	101	100	135	99
CCOC(=O)CN1/C(=N/c2sc3c(c2C(=O)OCC)CCN(C(=O)OCC)C3)SC(=O)/C1=C\C(=O)OC	98	72	/	59	94	72	97	101	61
CCOC(=O)c1[nH]n(-c2ccccc2)c(=O)c1/C=N/C(=S)Nc1ccc(Cl)cc1Cl	99	94	93	108	110	101	98	112	103
CCCCCCCCCCCC(=O)OC/C=C\Cl	111	102	95	108	103	99	110	133	106
CC(C)CC(CC(C)C)=NNc1ccc([N+](=O)[O-])cc1[N+](=O)[O-]	97	102	95	101	111	89	82	107	82

Quoted from the listing.
CC(O)COC(C)COC(C)c1ccccc1 (configuration not stated) in HCT-116 reads 98
CCCCCCc1ccc(/C=C/C(OC)OC)cc1 in HT29 reads 87
O=C1C=CC(=O)N1c1ccc(Cc2ccc(N3C(=O)C=CC3=O)cc2)cc1 in SNB-75 reads 164
COc1cc(-c2ccc(N=Nc3c(S(=O)(=O)O)cc4cc(N)ccc4c3O)c(OC)c2)ccc1N=Nc1cc(S(=O)(=O)O)c2ccccc2c1O in COLO 205 reads 118

Bioassay records: PubChem, NCI
